Rtt109 Vps75 – inhibitors of Candida albicans Rtt109/Vps75 histone acetyltransferase; Q5AAJ8; purified Rtt109/Vps75, ThioGlo CoA-SH fluorescence, 4 h; inhibition, % at 34.9 µM; hit rate 0.16% among 330,000; AID 540336;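 active means inhibition of at least 50% in every replicate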
Target sequence (Q5AAJ8 whole entry, looked up): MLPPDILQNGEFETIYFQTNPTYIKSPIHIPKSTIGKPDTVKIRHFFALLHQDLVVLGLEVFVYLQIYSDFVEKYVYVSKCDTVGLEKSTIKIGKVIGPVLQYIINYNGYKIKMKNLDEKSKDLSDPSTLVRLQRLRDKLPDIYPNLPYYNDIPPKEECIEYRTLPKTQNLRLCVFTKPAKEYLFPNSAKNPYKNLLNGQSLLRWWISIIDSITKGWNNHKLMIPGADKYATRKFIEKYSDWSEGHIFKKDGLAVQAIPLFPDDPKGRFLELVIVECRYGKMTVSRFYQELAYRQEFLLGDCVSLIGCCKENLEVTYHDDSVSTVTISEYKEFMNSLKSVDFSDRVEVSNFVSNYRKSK
RTF Ca sens act – increases calcium sensitivity of human cardiac regulated thin filaments; IANBD-labeled TnC RTF fluorescence at EC20 calcium; 0% EC20 calcium, 100% full calcium; hit rate 0.24% among 340,000; activation, % at 7.2 µM; AID 493008;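 active means activation above the mean over all tested compounds plus 3 SD, cut at about 30% in these data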;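 further: rise in fluorescence read as greater calcium sensitivity of cardiac thin filaments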
Wnt bcat act – Wnt/beta-catenin pathway activation. activation, % at 9.35 µM. Wnt/beta-catenin reporter cell assay, activator, plate reader. AID 743398. hit rate 1.2% among 300,000; in the data active means activation above about 30%, passing the limit was not always enough;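 further: 0% = neutral control wells and 100% = positive control wells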
CAL PDZ FP-1 – human CAL PDZ-peptide interaction inhibition; AID 504414; hit rate 0.02% among 330,000; purified CAL PDZ, TMR-peptide fluorescence polarization, 1 h; inhibition, % at 20 µM; Q9HD26;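 active means highest replicate inhibition of at least 40%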;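 further: plate controls were DMSO neutral control wells for no effect and unlabeled competitor peptide control wells for full effect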
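Material – purified CerCALP PDZ construct · Detection – FP readout, S and P plane fluorescence · Measure – percent inhibition from loss of millipolarization · Controls – unlabelled peptide for full inhibition, DMSO wells as neutral · Probe or stimulus – TMR-labelled reporter peptide T*-PRC34 bound in PDZ groove · Times – 1 h at RT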
CDK5 inh – CDK5/p35 (human) kinase inhibition | Q00535+Q15078 | Recombinant CDK5/p35, ADP-Glo luminescence, 60 min | inhibition, % at 10 µM | hit rate 0.01% among 330,000 | AID 488839;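 active means highest replicate inhibition of at least 50% and at least 75% of replicates reaching 50%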;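 further: plate controls were DMSO neutral control for no effect and GW8510 at 10 µM for full effect; many of its hits are not listed in these tables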
dFosB activator – mouse delta FosB homodimer activation; P13346; purified delta FosB, TAMRA-CDK5 oligo fluorescence polarization; percent of positive-control signal above neutral wells; activation, % at 25 µM; hit rate 0.99% among 340,000;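 active means mean activation above about 17%, with every replicate also reaching it, limit read from the data, passing the limit was not always enough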;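 further: fluorescence polarization rise as delta FosB binds a TAMRA Cdk5 AP-1 oligo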
Target sequence (P13346 whole entry, looked up): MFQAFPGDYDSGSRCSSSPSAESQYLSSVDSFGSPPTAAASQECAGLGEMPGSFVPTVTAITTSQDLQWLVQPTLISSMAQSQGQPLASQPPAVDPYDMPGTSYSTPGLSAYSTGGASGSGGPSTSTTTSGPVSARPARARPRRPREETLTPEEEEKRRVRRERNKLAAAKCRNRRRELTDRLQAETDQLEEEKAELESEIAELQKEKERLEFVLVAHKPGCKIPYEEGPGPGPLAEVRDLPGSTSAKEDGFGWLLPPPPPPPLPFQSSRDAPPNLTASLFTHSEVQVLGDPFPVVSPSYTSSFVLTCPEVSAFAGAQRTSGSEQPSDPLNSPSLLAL
V-ATPase pH – regulators of yeast V-ATPase proton transport; S. cerevisiae, pHLuorin cytosolic pH fluorescence; response, % at 10 µM; hit rate 0.37% among 350,000; AID 504577; in the data active means response mostly above about 7.3%, no sharp cut-off; inactive means mostly below about 5.4%; further: actives read high; inactives centre near 0; some compounds called inactive have numbers as strong as hits
CAL PDZ FP-2 – inhibitors of human CAL PDZ peptide binding; AID 602252; hit rate 0.92% among 300,000; Q9HD26; purified CAL PDZ, TMR-peptide fluorescence polarization, 1 h; inhibition, % at 24.9 µM;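 active means mean inhibition of at least 30% with at least half of replicates also reaching 30%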;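 further: 0% = DMSO neutral control and 100% = excess unlabeled competitor peptide PRC23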
Tat transport – blocks Tat-dependent protein export in E. coli; E. coli MC4100 TorA-mCherry Tat export, fluorescence; inhibition, % at 10 µM; hit rate 0.036% among 340,000; AID 488895;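 active means mean replicate inhibition at least 50% and at least half of replicates individually reaching 50%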;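 further: exported cargo escapes ClpAP degradation while cytoplasmic cargo is degraded and loses fluorescence; 0% = median of neutral control wells and 100% = median of NaSCN control wells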
MITF TRPM1 HTS – MITF TRPM1 promoter activation in melanoma cells; SK-MEL-5 TRPM1-promoter luciferase, 24 h; % of positive control, neutral wells = 0; activation, % at 12.5 µM; hit rate 0.75% among 300,000;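 active means mean activation of at least 80% with every replicate also reaching 80%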;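 further: 0% = neutral control wells and 100% = parthenolide positive control wells; values of inactives mirror those of a sister screen read the other way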
* = called active by the depositor; / = not tested or not shown.

SMILES	Rtt109 Vps75	RTF Ca sens act	Wnt bcat act	CAL PDZ FP-1	CDK5 inh	dFosB activator	V-ATPase pH	CAL PDZ FP-2	Tat transport	MITF TRPM1 HTS
CC(C)(Oc1ccc(Cl)cc1)C(=O)NNC(=O)c1ccc(Br)o1	-11.3	-2.0	-0.1	-2.7	-1.5	-11.3	3.0	-4.0	4.3	-15.9
COc1ccc(OC)c(-c2cc(-c3cccnc3)nc(N)c2C#N)c1	-9.8	0.7	-2.8	-3.6	1.3	-17.0	0.8	8.3	8.2	/
COc1ccc(OC)c(N(CC(=O)Nc2ccc3c(c2)OCCO3)S(C)(=O)=O)c1	-9.1	-3.2	/	-0.4	-1.2	3.8	1.0	-0.2	-3.0	3.7
CCN(CC)C(=O)COc1cccc2ccccc12	-7.4	2.0	/	-2.7	-0.1	-7.1	/	-4.0	0.9	/
COc1ccc(N2CCN(CCCn3c(=S)[nH]c4ccccc4c3=O)CC2)cc1	/	-3.8	-1.8	-1.7	-1.3	0.7	-6.1	3.0	7.3	0.1
O=C(CSc1ccc2nnc(-c3ccc(Cl)cc3)n2n1)N1CCCC1	10.7	4.6	-1.0	-2.4	1.8	-16.6	13.9*	/	-3.6	-0.7
O=C(/C=C/c1c(F)cccc1Cl)Nc1cccnc1	7.4	2.8	19.7	-2.9	-1.5	-15.4	0.0	-6.0	4.9	/
COc1ccccc1NC(=O)c1cc(S(=O)(=O)N2CCc3ccccc32)ccc1F	9.0	2.3	-1.1	-0.6	-1.7	30.2*	3.9	-0.6	-1.3	-2.4
CC(C)Cc1nnc(NC(=O)CCC(=O)Nc2ccccc2F)s1	4.9	4.1	-0.5	0.1	-2.4	5.0	-1.5	0.3	-2.8	2.5
CN1CCN(C2OC(=O)c3ccccc32)CC1 (stereo unspecified)	-0.1	-2.3	1.2	-0.6	0.1	2.9	1.4	-2.5	23.5	15.7
NC(=O)c1ncn([C@@H]2O[C@H](CNCc3cc(Br)ccc3OCc3ccccc3)[C@@H](O)[C@H]2O)n1	3.6	-0.9	-0.9	0.3	2.4	-1.3	1.9	5.4	-0.2	10.5
Cc1ccn2c(-c3n[nH]c(=S)n3Cc3ccccc3)c(C)nc2c1	20.6	1.7	/	1.0	2.0	-0.6	-4.8	-1.6	18.0	9.7
CCOc1ccc2[nH]c3c(NCCC(C)C)ncnc3c2c1	1.0	0.5	0.5	2.4	-0.5	-7.4	2.5	12.5	-3.9	8.5
CCc1nc2ccc(C(=O)Nc3cccc(C(C)=O)c3)cc2nc1CC	-7.2	2.1	-5.9	-1.4	-0.4	-15.7	-1.4	0.6	1.0	3.1
COC(=O)/C(=C(/F)Sc1cc(C)c(O)c(C)c1)C(F)(F)F	4.2	-1.9	/	-0.6	-1.6	-11.7	-0.9	2.5	7.7	-23.3
CC(=O)Nc1ccc(NC(=O)COC(=O)c2c(-c3ccccc3)noc2C)cc1	1.1	2.7	-1.2	-1.1	0.3	-6.1	-1.3	-4.4	-2.6	-0.1
Clc1ccc(CCNc2nc3ccccc3n3nnnc23)cc1	-7.2	-1.9	-1.0	0.3	0.4	-3.5	1.1	-20.7	-0.1	/
O=C(NCCOc1ccccc1F)c1ccccc1SCc1ccc(F)cc1	-1.6	6.7	-6.8	-0.5	-0.8	-4.8	4.5	1.2	3.9	-14.6
Cc1ccc(NN2C(=O)C=CC2=O)cc1	0.7	4.9	1.5	-0.6	-0.3	4.4	1.8	-1.9	-4.1	2.2
CCc1ccc(NC(=O)c2cnc3scc(C)n3c2=O)cc1	-51.9	-2.3	23.6	-2.8	1.3	-22.8	-0.7	/	5.5	26.3
Cc1ccc(CNC(=O)c2cc3c(s2)CS(=O)(=O)C3)cc1	-9.4	3.9	-1.3	-2.1	0.2	-3.8	-1.0	-0.2	-2.4	-5.8
CC1CCCCN1C(=O)COC(=O)c1cccc(NS(=O)(=O)c2ccccc2)c1 (stereo unspecified)	2.3	13.7	-1.6	-1.9	-2.0	-5.0	-1.3	3.1	-0.9	-3.5
CC1(C)Oc2ccc3ccc(=O)oc3c2[C@H](O)[C@H]1O	-4.8	1.7	-0.6	0.9	-1.9	-8.4	-0.8	9.0	-8.7	-3.9
CC(=O)Nc1ccc(C(=O)COC(=O)c2ccco2)c(F)c1	-6.4	3.7	-3.1	0.7	-0.7	-2.7	-2.2	-3.1	-11.9	18.4
CCCCn1c(N)c(N(CC(C)C)C(=O)CCCc2cccs2)c(=O)[nH]c1=O	11.7	-1.9	-1.9	-0.1	-1.9	1.5	5.5	/	15.2	7.3
O=C(COC(=O)COc1ccccc1)NCCC1=CCCCC1	-0.6	-3.7	-1.6	-1.2	0.4	-5.6	-0.5	/	-2.2	-1.0
COc1ccc2c(c1)N1CCN=C1N2C	-11.4	-1.5	/	-1.3	1.0	0.9	2.0	-1.9	4.3	-3.6
O=C(CNS(=O)(=O)c1ccccc1Br)OCC(=O)N1CCc2ccccc21	25.3	0.4	-2.4	-2.1	-1.5	-7.3	0.3	-8.5	7.7	/
NC(=O)c1ccc(NC(=O)c2ccc(CN3CCOCC3)cc2)cc1	-6.6	-2.4	/	0.2	0.7	-2.9	0.8	-2.5	3.8	/
CCCCCCC(=O)Nc1nc(C)c(-c2csc(Nc3cc(Cl)ccc3C)n2)s1	-0.5	-8.3	-4.5	0.6	0.0	6.2	3.0	-4.2	-8.4	-10.8
O=C(NNc1nc(-c2ccccc2)c2cc(Br)ccc2n1)c1ccc(S(=O)(=O)N2CCCCC2)cc1	-4.8	3.9	1.0	-5.1	2.4	-8.0	-2.9	1.0	9.4	-10.6
C=CCn1c(=O)c(C(=O)NC(C)c2ccccc2)c(O)c2ccccc21 (stereo unspecified)	-10.8	1.5	-2.5	-0.5	0.3	-3.8	-5.6	-5.2	1.0	/
CC(C)CCN1C(=O)c2ccc(C(=O)OCn3nnc4ccccc4c3=O)cc2C1=O	5.0	-5.4	-4.0	-1.4	-0.2	-10.3	2.9	-1.8	8.9	-6.1
O=S(=O)(c1ccc(Cl)cc1)N1CCC(N2CCCCCC2)CC1	-2.1	-1.2	/	-1.7	-0.2	-1.6	-4.7	1.3	-0.6	/
COc1ccc(-n2c(SCC(=O)Nc3nc(C)cs3)nnc2-c2ccoc2C)cc1	7.0	3.5	/	-0.7	-0.3	-5.0	7.3	17.1	3.9	-17.0
O=C(Cc1ccc(Cl)cc1Cl)OCC(=O)N1CCCCC1	-12.3	-0.5	-0.2	-2.5	1.3	-5.2	-4.2	-4.0	13.8	10.0
COc1ccc(-c2c(C)oc3ccc(C)cc23)cc1	-0.7	-2.6	-6.7	0.4	-0.5	-3.2	-0.5	/	7.4	-14.5
O=C(CCN1CCN(Cc2ccccc2)CC1)NNC(=O)c1cc2ccccc2o1	-0.4	2.4	-3.6	0.5	-2.2	-8.6	-0.4	2.9	-2.8	/
CCCCOc1ccc(N=Cc2cccs2)cc1	8.7	-0.9	12.7	0.2	0.1	-1.7	-3.9	-4.3	-7.5	19.1
CC(=O)Nc1cccc(NC(=O)CSc2nccn2Cc2ccco2)c1	11.2	-5.5	-0.4	-1.1	-2.0	-2.4	1.7	0.6	10.2	-7.5
CC(C)(C)OC(=O)C(C)(C)Sc1nnc(N)s1	6.7	6.8	-2.6	-0.2	1.4	-6.0	-0.3	-0.2	-4.7	/
CCCCC(=O)Nc1cccc(NC(=O)c2cccnc2Cl)c1	-13.1	-0.9	-1.4	-0.4	-1.0	-12.6	2.5	-4.4	-3.5	0.3
CC(C)(C)NC(=O)NC(=O)CN1CCN(S(=O)(=O)c2ccc3c(c2)OCCO3)CC1	-4.7	-3.3	-2.7	-2.3	-0.9	-3.1	-0.8	-3.3	-2.2	7.4
Cc1c(Cl)cccc1NC(=O)CCN1CCCC(C)C1 (stereo unspecified)	-1.0	2.3	/	-2.6	-0.8	1.1	-1.4	-0.1	0.9	-7.8
CCc1ccc(C(=O)Nc2ccc(C)c(NS(C)(=O)=O)c2)cc1	5.8	/	0.6	-0.3	0.5	-6.9	0.5	-1.6	-1.9	/
Nc1nc(SCC(=O)Nc2ccc(Cl)cc2C(F)(F)F)n[nH]1	-1.8	-4.4	2.0	-0.8	-1.2	0.7	-3.8	-3.2	-6.5	4.9
O=C(NCC(c1ccc(F)cc1)N1CCOCC1)c1ccc([N+](=O)[O-])o1 (stereo unspecified)	2.3	7.9	0.4	-0.2	1.5	-4.9	2.2	-5.4	-3.9	-41.2
Cc1nc(C(=O)NNC(=O)c2ccccc2)c(C(F)(F)F)o1	-1.2	-1.2	1.0	-0.9	1.3	0.7	-0.5	/	-14.4	5.3
CCCC12CN3CC(C)(CN(C1)C31CCCCC1)C2=O	-5.7	3.2	/	0.4	2.2	8.0	4.8	-0.1	5.2	-0.5
Cc1cccc(N(Cc2cc(=O)[nH]c3ccccc23)C(=O)CCl)c1	-15.0	3.5	1.0	-2.3	1.0	-13.0	3.0	-0.2	-13.4	-74.6

Some entries already given, limited to CDK5 inh.
| SMILES | CDK5 inh |
| --- | --- |
| O=C(NCC(c1ccc(F)cc1)N1CCOCC1)c1ccc([N+](=O)[O-])o1 (stereo unspecified) | 1.5 |
| Cc1nc(C(=O)NNC(=O)c2ccccc2)c(C(F)(F)F)o1 | 1.3 |
| CCCC12CN3CC(C)(CN(C1)C31CCCCC1)C2=O | 2.2 |

(listing goes on)
SMILES	Rtt109 Vps75	RTF Ca sens act	Wnt bcat act	CAL PDZ FP-1	CDK5 inh	dFosB activator	V-ATPase pH	CAL PDZ FP-2	Tat transport	MITF TRPM1 HTS
O=C(NCCCN1CCCC1=O)c1cccc(NS(=O)(=O)c2ccc(Br)cc2)c1	-0.6	3.4	0.8	-0.5	0.0	-6.1	-0.3	0.3	-2.5	-4.1
Cc1cc2nc3c(=O)n(Cc4ccccc4)c(=O)[nH]c3nc2cc1N	-6.8	/	-0.7	0.4	0.2	-19.9	-1.0	/	-2.9	/
COc1ccc(C2=NN(C(N)=S)C(c3ccco3)C2)cc1 (stereo unspecified)	-5.1	1.2	-0.4	/	-1.9	-9.9	0.8	-5.3	0.3	33.0
Clc1ccc2c(c1)c1ccccc1n2CN1CCOCC1	9.4	-5.6	/	2.5	-3.5	3.5	-2.6	0.0	4.5	23.0
COc1cc(OC)cc(C(=O)NC(C(=O)Nc2ccc3c(c2)OCCO3)C(C)C)c1 (stereo unspecified)	3.7	-3.2	-0.5	-0.3	-9.3	-4.4	-3.3	/	-2.8	13.9
COc1ccc(N(C)C(=O)c2cn(CC(C)C)c(=O)c3cc(OC)c(OC)cc23)cc1	-1.7	-0.5	1.8	-0.8	-1.1	-5.6	4.3	0.4	-11.1	6.5
COC(=O)c1ccc(/C=C/C(=O)OCC(=O)Nc2sccc2C(N)=O)cc1	-6.2	13.5	/	-1.5	-2.0	-12.1	-0.5	-4.4	-5.3	-13.3

Bioassay records: PubChem, several laboratories
